mcGAS RapidFire: inhibitors of mouse cGAS | Q8C6L5 | recombinant mouse cGAS, cGAMP by RapidFire MS | inhibition, % at 12.5 µM | actives 0.18% (n = 130,000);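 active = inhibition of cGAS enzyme activity at or above 60%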;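 also: enzyme stimulated by 45 bp dsDNA with ATP and GTP substrates; cGAMP share of summed cGAMP plus half ATP and half GTP signals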
Target sequence (Q8C6L5 whole entry, looked up): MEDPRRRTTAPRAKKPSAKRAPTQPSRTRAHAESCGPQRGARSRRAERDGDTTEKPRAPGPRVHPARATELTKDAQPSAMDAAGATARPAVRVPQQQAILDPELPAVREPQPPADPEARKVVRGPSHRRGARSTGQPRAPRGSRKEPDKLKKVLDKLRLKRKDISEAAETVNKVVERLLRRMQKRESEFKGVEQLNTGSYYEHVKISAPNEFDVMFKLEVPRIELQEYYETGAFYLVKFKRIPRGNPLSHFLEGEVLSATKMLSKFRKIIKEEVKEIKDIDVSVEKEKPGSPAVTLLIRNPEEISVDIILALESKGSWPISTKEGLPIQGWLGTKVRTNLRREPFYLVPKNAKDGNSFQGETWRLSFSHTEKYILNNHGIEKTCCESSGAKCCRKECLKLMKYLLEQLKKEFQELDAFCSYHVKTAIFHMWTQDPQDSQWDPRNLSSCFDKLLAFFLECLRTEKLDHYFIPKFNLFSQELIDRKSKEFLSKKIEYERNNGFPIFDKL
* hit, by the source's call; & = joins results of further samples.

canonical_smiles	mcGAS RapidFire
Cc1[nH]nc(-c2ccccc2)c1-c1nc2ccccc2[nH]1	22
COc1ccccc1OC1CCN(C(=O)Cn2nnnc2CN(C)C(C)C)CC1	-14
COc1cccc(-c2ccc(NC(=O)C3CCCN(C(=O)c4cscn4)C3)cc2)c1 (centres undefined)	3
CNc1ccc(-c2cc(OC)ccc2OC)cn1	-4
Cc1nn(CC(=O)Nc2ccon2)c(C)c1[N+](=O)[O-]	4
Cc1nn(-c2ccc(F)cc2)c(C)c1C(=O)NC1CC(C)N(C2CC2)C1 (centres undefined)	-4
Cc1cc(NC(=O)C2(C)CCN2C(=O)CC2CCCC2)no1 (centres undefined)	4
CC1CCCCC12NC(=O)N(CC(=O)NC(=O)NC(C)(C)C)C2=O (centres undefined)	-20
O=C(NC1CCCCCCC1)C1CCN(c2c(N3CCCC3)c(=O)c2=O)CC1	-9
Fc1ccc(C(c2ccc(F)cc2)N2CCN(C/C=C/c3ccccc3)CC2)cc1	-3&1
Cc1nc(CN2CCN(c3nccc(C4CCCC4)n3)CC2)no1	-22
c1ccc(Cc2n[nH]c(CSc3ccccc3)n2)cc1	-25
CCCCCCCCCCCCCCCCCCCCCCO	-1
c1cncc(NCCNc2ncnc3sc4c(c23)CCNC4)c1	-6
Cc1nc(Cn2ncc(Cl)c(Cl)c2=O)cs1	-4

As entered above.
Cc1cc(NC(=O)C2(C)CCN2C(=O)CC2CCCC2)no1 (centres undefined) – mcGAS RapidFire: 4
Cc1nc(CN2CCN(c3nccc(C4CCCC4)n3)CC2)no1 – mcGAS RapidFire: -22
COc1ccccc1OC1CCN(C(=O)Cn2nnnc2CN(C)C(C)C)CC1 – mcGAS RapidFire: -14

The results go on:
canonical_smiles	mcGAS RapidFire
O=S(=O)(Nc1ccc(Br)cc1F)c1ccc(Cl)c(C(F)(F)F)c1	-19
COCCNC(=O)c1ccc(Cn2c(C)c(C)sc2=NC(=O)c2cccc(OC)c2)o1	-7
CC(C)NC(=O)N1CCN(S(=O)(=O)c2cc(F)ccc2F)CC1	-6
Cc1cc(-c2cc(C(=O)NCC3CCCO3)c3c(C)noc3n2)c(C)s1 (centres undefined)	-8
COc1cccc(CN2CCCC(O)(CNC3Cc4ccccc4C3)C2=O)c1 (centres undefined)	-5
Cc1cc(Br)cc(Cl)c1NC(=O)C1(C)CC1(Cl)Cl (centres undefined)	-1
COc1ccc2cc(-c3[nH]ncc3CN3CCOCC3)ccc2c1	8
CSc1cccc(CN(C)C(=O)c2ncn[nH]2)c1	-3
CC(C)c1c(O)nc(SCCN(C)C)[nH]c1=O	10
COc1ccccc1NC(=O)N1CCn2cccc2C1C (centres undefined)	-3
CCOc1cn2c(cc1=O)C(=O)N(CCNC(=O)c1ccc(C(C)(C)C)cc1)CC2	-4
C=CCn1c(N(C)Cc2ccccc2)nc2c1c(=O)[nH]c(=O)n2C	-3
CCCn1c2c(=O)n(C)c(=O)n(C)c2n2c(-c3ccccc3Cl)nnc12	-7
COc1cc(=O)n(-c2ccccc2C)nc1C(=O)Nc1ccc(F)cc1F	-27
C=CCNCc1cccc(OC)c1OCC(=O)NC(C)(C)C	-24

canonical_smiles	mcGAS RapidFire
CCCn1c(C)cc(C(=O)Cn2cnc3sccc3c2=O)c1C	12
Cc1c(C2NC3(CCCC3)C(=O)N2CC2CC2)cc(C#N)n1C (centres undefined)	-4
Cc1nnc(SCCCNC(=O)c2ncc[nH]2)s1	-26
CCOc1ccc(CNC(=O)N(CC)Cc2ccoc2)cc1F	-47
O=C(Nc1ccc2c(c1)OCCO2)c1cc(F)ccc1Br	-5
Cc1ccc(-c2ocnc2C(=O)OCc2cccc(C(N)=O)c2)cc1	-4
O=c1c[n+]([O-])c2ccccc2n1OCc1ccc(Oc2ccccc2)cc1	-2
O=C1OC(/C=C/c2ccccc2)=NC/1=C/c1ccc([N+](=O)[O-])cc1	4
COc1ccc(C)cc1S(=O)(=O)C1CS(=O)(=O)CC1N1CCOCC1 (centres undefined)	5
CC(C)C(CNc1ccc(S(=O)(=O)N2CCCCCC2)cc1[N+](=O)[O-])N1CCOCC1 (centres undefined)	-2
Cc1nc(-c2nccn2Cc2ccc3c(c2)CC(C)(C)O3)co1	-16
OC(CN(Cc1cscn1)C1CC1)c1ccc(F)cc1 (centres undefined)	-6
O=C(Nc1ccccc1)c1cnc2ccccc2c1C(F)(F)F	1
c1csc(-c2nccn2Cc2ccccc2-n2cccn2)c1	-25
CCOc1ccc(NC(=O)CSc2nc3c(c(=O)n2CCOC)SC(C)C3)cc1 (centres undefined)	-7

canonical_smiles	mcGAS RapidFire
O=C(O)Cc1coc2cc(O)ccc12	-4
CN1Cc2ccccc2CC1C(=O)NCc1cc2ccc(F)cc2[nH]c1=O (centres undefined)	-5
Cc1cc(Cl)ccc1OCc1ccc(C(N)=O)cc1	-5
Cc1nsc(NC(=O)NCc2ccc(-n3ccnc3C)cc2)n1	-10
CC(NC(=O)NCC(=O)c1ccc(F)cc1)C1CC2CCC1C2 (centres undefined)	2
CN(Cc1nc2ccc(Cl)cc2[nH]1)C(=O)c1ccccc1C1CCNC1 (centres undefined)	-1
O=C(CCCc1nc(C2CC2)no1)N1CCC2(CCCCC2)CC1	-4
CCN(Cc1ccc2c(c1)OCCO2)C(=O)CSc1nnc(NC)s1	0
C=CC[C@@H]1CC=C[C@@H](C)N1C(=O)c1cc(C)c(C)c(S(N)(=O)=O)c1	-9
O=C(c1ccnc(Cl)c1)N1CCCC(Nc2ccc(F)cc2)C1 (centres undefined)	-6
CN1CCCN(c2nc(-c3ccccc3)c3ccccc3n2)CC1	-5
O=C(O)CC1CNCCN(C(=O)c2cc3c(s2)CCCCC3)C1 (centres undefined)	-15
CN(Cc1cccs1)C(=O)CN1C(=O)CS/C1=C\C(=O)C(C)(C)C	4
C=CCn1nnc(NC(=O)c2cc(C)cc(C)c2)n1	-8
CCOC(=O)N1CCc2c(sc(NC(=O)c3cccs3)c2-c2nc3ccccc3s2)C1	-5

canonical_smiles	mcGAS RapidFire
O=C(Nc1cccc(/C=C/c2ccccn2)c1)C1CCCC1	9
CO[C@H]1CN(Cc2nccn2C(C)C)CC[C@H]1N	-11
COc1ccc(S(=O)(=O)NCc2ccc(C)cc2)c2ccccc12	-4
Cc1c(C(=O)N2CCOC3(CNCCOC3)C2)n(C)c2c(C)cccc12 (centres undefined)	-2
Cc1ccc(NC(=O)NC(C)C2CCN(C)CC2)cc1OC(F)F (centres undefined)	-3
COC(=O)c1cc(NC(=O)c2cc(-c3cccs3)nc3onc(C)c23)cc(C(=O)OC)c1	-1
COc1ccccc1-c1cc(NC(=O)C2C(C=C(C)C)C2(C)C)n[nH]1 (centres undefined)	-5
CC1=CCC=CC1C(=O)N1CCOC(COc2ccccc2)C1 (centres undefined)	-8
Cc1ccc(CN2CC(C(=O)N(C)Cc3noc(C)n3)CC2=O)cc1 (centres undefined)	-6
O=C(c1cc(Cl)ccc1OC1CCN(C2CCCC2)CC1)N1CCSCC1	-9
COc1ccccc1N1CC(NC(=O)CCc2c(C)nn(C)c2C)CC1=O (centres undefined)	-18
COc1ccc(CN(Cc2ccco2)C(=O)CCn2c(=O)oc3ccccc32)c2ccccc12	0
COCCN1CCC(CN(C)C(=O)c2ccc(Cl)c(C)c2)C1 (centres undefined)	-12
COc1ccc(Br)cc1CSc1n[nH]c(N)n1	1
CC(C)Cn1c(N)c(Br)c(=O)[nH]c1=O	-5

canonical_smiles	mcGAS RapidFire
Cc1cc(CN2CCC(CNC(=O)Nc3ccccc3)C2)oc1C (centres undefined)	-6
CCOC(=O)CCN(CC1CC1)C(=O)c1ccc2ccccc2n1	-2
Cc1nc(-c2cccc(S(=O)(=O)N3CCCC4(CCNC4)C3)c2)no1 (centres undefined)	-20
Cc1nc2ccccn2c1P(c1c(C)nc2ccccn12)c1c(C)nc2ccccn12	52
CCOC(=O)C1(Cc2cccc(Cl)c2)CCCN(C(=O)CCn2cccn2)C1 (centres undefined)	-2
COc1ccccc1CN(C(=O)Nc1cccc(C#N)c1)C1CC1	-12
Cc1nc2ccccn2c1CN(C)C(=O)CCc1nnc(CCCCc2ccccc2)o1	1
Cc1nc(C(Cl)(Cl)Cl)nc(N)c1C(=O)c1ccccc1	-6
Clc1ccc2nc3c(nc2c1)-c1cccc2cccc-3c12	-6
Cc1c(CSc2nnc(C3CC3)n2C2CC2)noc1-c1ccc(F)cc1	-14
CCOc1ccc(OCC)c(S(=O)(=O)NCc2ccc3c(c2)OCO3)c1	5
CCN(Cc1ccc(OC)cc1)C(=O)CC1C(=O)N(C)C(=O)N1C (centres undefined)	-10
COCCN1C(=O)C=C(Nc2ccc(C(=O)O)cc2)C1=O	-8
Cc1cccc(N2CCN(C(=O)c3ccc(N4CC(C)OC(C)C4)nc3)CC2)c1C (centres undefined)	8
CCn1cnnc1CCNC(=O)c1occc1C	-10

canonical_smiles	mcGAS RapidFire
Cc1nc(C2CCCNC2)cc(N2CCC3(CC2)Nc2ccccc2NC3=O)n1 (centres undefined)	-10
Cc1nc2ccc(Cl)cn2c(=O)c1NC(=O)c1ccc(F)cc1F	12
COc1cc(C(=O)N2CCCN(c3ccncc3C)CC2)nc(OC)n1	-30
Cc1ccc(C(=O)NC2CCN(CC(=O)N(C)CCC#N)CC2)o1	-10
Cc1ccc(OCCC(=O)NC2CCN(C(=O)c3ccco3)CC2)cc1C	-2
CC(C)c1nc(CN(C)C(=O)CN2CCCN(C)CC2)cs1	-8
Cc1nc2ccc(C(=O)N3CCCC(CO)(CCc4ccccc4)C3)cc2nc1C (centres undefined)	3
Cc1cccc(S(=O)(=O)Nc2cc(C(F)(F)F)ccc2N2CCCCC2)c1	-8
COc1cc(OC)nc(/C=C/c2ccccc2)n1	-32
NC1=NC(c2cn[nH]c2-c2ccccc2)n2c(nc3ccccc32)N1 (centres undefined)	7
Cc1nc(N2C[C@@H]3[C@H](C2)[C@H]2CC[C@@H]3O2)c2c(C)noc2n1	-31
COC(=O)C(CCSC)NC(=O)c1ccc(OC2CCN(C(C)=O)CC2)c(OC)c1 (centres undefined)	-8
CCC1(CNCc2ncc[nH]2)CCCC1	2
O=C(Nc1ccc2c(c1)OCCO2)c1ccc(Cl)cc1Cl	1
CCCCn1nnnc1NCc1ccc(OCC)cc1	-5

canonical_smiles	mcGAS RapidFire
OCC1(CCOc2ccccc2)CCCN(Cc2cc3c(cc2Cl)OCO3)C1 (centres undefined)	-12
COC(=O)c1ccc(-c2nccn2C(Cc2ccco2)C(=O)O)cc1 (centres undefined)	21
CCCn1c(=O)cc(C(C)C)c2ccc(OCC(=O)NCC3CC3)cc21	-5
Cc1cc(C)cc(NC(=O)C(Sc2nncn2C)c2ccccc2)c1 (centres undefined)	3
NC(=O)C1CCN(c2ncnc3sc4c(c23)CCCCC4)CC1	-9
Cc1ccc(NC(=O)CN2Cc3ccccc3CC2C(N)=O)cc1 (centres undefined)	-7
c1ccc(CNc2cc(-c3ccc4ncsc4c3)c3cc[nH]c3n2)nc1	-2
COC(=O)C1=C(C(=O)OC)[C@](C#N)(c2ccccc2)O[C@]1(C#N)c1ccccc1	-2
C[C@]12C=CC(=O)C=C1CC[C@@H]1[C@@H]2C(=O)C[C@@]2(C)[C@H]1CC[C@]2(O)C(=O)CO	-11
CC(C)(C)C1=NN(CC#N)C(=O)SC1	1
COc1ccc(S(=O)(=O)N2CCOC2CNC(=O)C(=O)NCCc2ccccc2)cc1C (centres undefined)	-2
COc1cccc(CN(C(=O)c2cc(=O)[nH]c3ccccc23)C2CC2)c1	1
COc1ccc2c(C)c(CC(=O)N[C@@H]3C[C@@H](CO)N(C)C3)c(=O)oc2c1	-12
O=P(O)(O)C(Nc1ccc(F)cc1)c1cccs1 (centres undefined)	-8
O=C(Nc1ccccc1Cn1cccn1)N1CCCC(N2CCCC2)C1 (centres undefined)	-1

canonical_smiles	mcGAS RapidFire
O=C(NC12CC3CC(CC(C3)C1)C2)C1Cc2ccccc2S1 (centres undefined)	-10
Cc1ccc(-c2csc3nc(-c4ccc(C)n(C)c4=O)[nH]c(=O)c23)s1	2
C=CCNC(=O)c1cc2sc(C)cc2n1Cc1ccccc1F	-6
CN(C)C(=O)c1cc(C(=O)c2ccccc2O)c[nH]1	-16
Cc1ccc(-c2cc(O)c3c(c2)CN(C(=O)C2CNCCO2)CCO3)s1 (centres undefined)	9
COc1cccc(NC(=S)NNC(=O)CCn2cc([N+](=O)[O-])cn2)c1	-6
CCCc1sc(C(=O)Nc2nccs2)cc1CC	-4
O=C(NCc1nc(Cc2cccs2)no1)[C@@H]1CCCCN1	-17
Cc1cccc(=O)n1CCCNC(=O)c1ccccc1C1CCNC1 (centres undefined)	2
CC1(C(=O)NS(=O)(=O)c2cccc(Cl)c2)CCN1C(=O)Cc1ccc(-c2ccccc2)cc1 (centres undefined)	-4
CC(C)n1c(SCc2nc3c(F)cccc3[nH]2)nnc1N(C)C	-4
Cc1cccnc1N1CCN(C(=O)Cc2c(C)[nH][nH]c2=O)CC1	-44
COc1cccc(CC(=O)N2CCc3ccc(NC(=O)c4ccccc4Cl)cc3C2)c1	-6
CN(C(=O)/C=C/c1ccc(OCc2ccccc2)cc1)C1CCS(=O)(=O)C1 (centres undefined)	-9

Compounds shown so far containing a tert-butyl group, in the order listed:
canonical_smiles	mcGAS RapidFire
CC1CCCCC12NC(=O)N(CC(=O)NC(=O)NC(C)(C)C)C2=O (centres undefined)	-20
CCOc1cn2c(cc1=O)C(=O)N(CCNC(=O)c1ccc(C(C)(C)C)cc1)CC2	-4
C=CCNCc1cccc(OC)c1OCC(=O)NC(C)(C)C	-24
CN(Cc1cccs1)C(=O)CN1C(=O)CS/C1=C\C(=O)C(C)(C)C	4
CC(C)(C)C1=NN(CC#N)C(=O)SC1	1

Screens deposited in PubChem BioAssay by Fisher Drug Discovery Resource Center.

Only part of the results is shown; rates above refer to the full screens.
